# CRFR2-BP ag: CRF-BP/CRF-R2 complex agonism. activation, % at 13.2 µM. 0.46% of 350,000 active. HEK293 CRF-R2/CRF-BP, calcium dye fluorescence (FLIPR); percent of saturating CRF peptide response;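 active means activation of at least 50%, plus an integration ratio under a set limit after plate pattern correction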;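 further: plate controls were neutral control wells without compound for no effect and CRF at EC100 for full effect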
# M1 PAM parental: M1 PAM counterscreen hit in parental CHO-K1 cells; ATP EC20, Fluo-8 calcium fluorescence; 0% at ATP EC20, 100% at ATP max; activation, % at 3 µM; 0.02% of 360,000 active;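 active means activation above the run cutoff, the mean activation of all test compounds plus 3 SD, cut at about 40% in these data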;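 further: peak over basal fluorescence ratio in a 140 s read after ATP addition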
# M5 antag: antagonists of human muscarinic M5 receptor (CHRM5) | P08912 | AID 624040 | inhibition, % at 3 µM | 0.59% of 360,000 active | CHO-hM5 cells, Fluo-8 calcium fluorescence, ACh EC80;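 active means inhibition above a per-plate cutoff, the mean of that plate's test compounds plus 3 SD, cut at about 27% in these data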;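 further: 0% = acetylcholine EC80 with DMSO and 100% = DMSO without agonist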
# Target sequence (P08912 whole entry, looked up): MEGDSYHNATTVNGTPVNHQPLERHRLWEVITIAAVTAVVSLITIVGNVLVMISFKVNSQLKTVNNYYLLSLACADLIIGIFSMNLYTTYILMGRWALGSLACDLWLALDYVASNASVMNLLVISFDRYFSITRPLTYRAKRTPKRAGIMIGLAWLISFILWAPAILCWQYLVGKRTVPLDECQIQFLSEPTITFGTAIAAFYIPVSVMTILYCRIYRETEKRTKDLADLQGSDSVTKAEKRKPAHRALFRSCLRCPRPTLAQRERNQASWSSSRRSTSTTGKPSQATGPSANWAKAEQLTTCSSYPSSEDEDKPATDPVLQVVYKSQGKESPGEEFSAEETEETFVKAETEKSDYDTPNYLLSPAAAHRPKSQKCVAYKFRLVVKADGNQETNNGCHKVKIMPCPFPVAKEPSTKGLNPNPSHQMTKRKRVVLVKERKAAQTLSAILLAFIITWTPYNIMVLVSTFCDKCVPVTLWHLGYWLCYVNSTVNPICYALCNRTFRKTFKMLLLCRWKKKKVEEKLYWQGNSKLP
# M5 ag: agonists of human muscarinic M5 receptor (CHRM5). CHO-K1 hM5 cells, Fluo-8 calcium fluorescence; 0% DMSO wells, 100% maximal acetylcholine response. 0.19% of 360,000 active. activation, % at 3 µM. AID 624037. P08912;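 active means activation above the run's mean over test compounds plus 3 SD, cut at about 23% in these data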;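 further: signal is peak over basal fluorescence ratio across the kinetic read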
# M4 PAM: potentiates acetylcholine response at human M4 receptor. P08173. CHO-K1 hM4/Gqi5, Fluo-8 calcium fluorescence, ACh EC20; 0% = ACh EC20, 100% = maximal ACh. activation, % at 3 µM. 0.4% of 360,000 active. AID 624126;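 active means activation above its plate's cutoff, the mean activation of sample wells plus 3 SD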; further: some results filed as inactive read as strong as hits
# TAAR1 antagonist: antagonists of human TAAR1; Q96RJ0; CHO RD-HGA16 TAAR1, Fluo-8 calcium fluorescence, antagonist; inhibition, % at 3 µM; 1.5% of 360,000 active; AID 624466;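 active means inhibition above a per-plate cutoff, the mean inhibition of test compounds on that plate plus 3 SD, cut at about 49% in these data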;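 further: 0% = DMSO plus EC80 beta-PEA response and 100% = DMSO alone without agonist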
# Target sequence (Q96RJ0 whole entry, looked up): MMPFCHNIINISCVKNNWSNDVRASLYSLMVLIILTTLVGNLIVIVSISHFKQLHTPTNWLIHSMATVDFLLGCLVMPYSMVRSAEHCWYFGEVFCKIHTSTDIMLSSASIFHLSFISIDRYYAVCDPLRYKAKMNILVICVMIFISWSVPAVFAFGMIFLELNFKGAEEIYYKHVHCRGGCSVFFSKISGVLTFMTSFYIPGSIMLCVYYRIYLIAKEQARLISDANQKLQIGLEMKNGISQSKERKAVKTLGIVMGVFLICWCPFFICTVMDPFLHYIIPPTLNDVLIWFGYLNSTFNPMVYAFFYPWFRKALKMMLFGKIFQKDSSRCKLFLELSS
#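 System: RD-HGA16 CHO cells with stable hTAAR1 and Gα16 | Probe or stimulus: EC80 β-phenethylamine stimulus | Dosing: 3 µM, single point | Times: Dye loading 75 min at 37 °C, then 30 min room temperature | Measured by: Fluo-8 calcium-sensitive fluorescence | Read-out basis: % inhibition of agonist calcium response | Replicates: n of 1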
# M5 PAM: potentiates acetylcholine response at human M5 receptor; CHO-K1 hM5, Fluo-8 calcium, ACh EC20 PAM; 0% = ACh EC20, 100% = ACh EC100; activation, % at 3 µM; 0.3% of 360,000 active; AID 624038;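 active means activation above the run cutoff, the mean activation of all test compounds plus 3 SD, cut at about 18% in these data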
#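 System – CHO-K1 hM5 cells · Compound – 3 µM, single dose · Incubation – compound preincubation 140 s before EC20 acetylcholine addition · Technique – Fluo-8 calcium fluorescence · Measure – Max/basal fluorescence ratio as % of EC20–EC100 ACh window · Benchmarks – low control EC20 acetylcholine (0%), high control EC100 acetylcholine (100%) · Replication – singlicate, one well per test compound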
# CRFBP-R2 block: antagonists of CRF-binding protein/CRF-R2 receptor complex | inhibition, % at 11.8 µM | AID 588475 | HEK293 CRF-R2/CRF-BP, CRF-induced calcium fluorescence | 0.59% of 350,000 active;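 active means inhibition of the ligand-induced calcium signal above about 50% at the single tested concentration, limit read from the data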
# TAAR1 agonist: agonists of human TAAR1. 0.99% of 360,000 active. AID 624467. activation, % at 3 µM. Q96RJ0. CHO RD-HGA16 TAAR1, Fluo-8 calcium fluorescence; vehicle wells 0%, saturating PEA agonist 100%;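 active means activation above the mean activation of all test compounds in the run plus 3 SD, cut at about 38% in these data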
#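 Signal – calcium-sensitive Fluo-8 signal, excitation 470-495, emission 515-575 nm · System – RD-HGA16 (CHO) cells co-expressing Gα16 and hTAAR1 · Incubation – 17-24 h seeding, 75 min 37 °C dye, 30 min RT · Compound dosing – 3 µM single concentration · Repeats – no replicates (n 1)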
# * = called active by the depositor; . = not tested or not shown.
SMILES,CRFR2-BP ag,M1 PAM parental,M5 antag,M5 ag,M4 PAM,TAAR1 antagonist,M5 PAM,CRFBP-R2 block,TAAR1 agonist
COc1ccc(OCC(O)CN2CCN(Cc3ccc4c(c3)OCO4)CC2)cc1 (stereo not drawn),0.3,9,-1,-1,2,10,3,-10,3
COC(=O)C1=C(C)N(Cc2ccc(C)cc2)C(=O)/C1=C\c1ccc(O)c(OC)c1,-1.9,4,-16,-4,19,-12,4,4,-2
COc1ccc(C2SCC(=O)N2c2ccc(C)cc2)cc1 (stereo not drawn),-1.1,22,25,-13,-6,-22,-10,4,6
CCCn1c(=O)c(C(=O)NCc2ccco2)c(O)c2ccccc21,2.6,9,-3,1,-1,5,8,-17,-1
CCc1ccc(NC(=O)CN(c2cc(C)cc(C)c2)S(=O)(=O)c2c(C)[nH]c(=O)[nH]c2=O)cc1,1.3,-5,-7,-2,3,.,17,9,.
O=C(Nc1ccc(F)cc1)c1ccccc1NS(=O)(=O)N1CCCC1,5.9,-10,-2,7,7,3,-6,2,12
CCOc1ccc(NC(=O)CN(C)S(=O)(=O)c2ccc(-c3ccc(=O)[nH]n3)s2)cc1,-0.9,15,2,-4,5,-12,-1,-17,-1
O=C(CSC1=NCCN1)NC12CC3CC(CC(C3)C1)C2,-3.1,11,2,-7,9,1,-4,22,13
CCN(CCn1cccn1)C(=O)CCc1nnc(C2(c3ccc(Cl)cc3)CCC2)o1,-0.2,0,-3,-6,4,-6,-6,2,4
CCc1ccccc1NC(=O)c1ccc2nc(N3CCOCC3)sc2c1,4.3,-9,3,1,-1,6,-3,-12,2
O=C(COC(=O)c1ccccc1C(=O)c1ccc(Cl)cc1)NC(c1ccccc1)c1ccccc1,-0.7,17,-4,-4,8,-18,-1,-2,8
CCCS(=O)(=O)c1c(S(=O)(=O)CCC)c2c(C)cccn2c1C(N)=O,0.5,6,-4,0,5,6,3,-6,3
Brc1ccc(C2CC(c3ccccc3)=Nc3ccccc3N2)cc1 (stereo not drawn),1.8,18,3,-3,-5,-4,-2,5,31
O=C(CN1CCN(c2nc(-c3ccc(F)cc3)cs2)CC1)NCc1ccc2c(c1)OCO2,0.6,1,11,0,-2,3,-15,35,8
O=C(C=Cc1ccccc1)CC(c1ccccc1)N1CCOCC1 (stereo not drawn),0.6,12,2,2,0,-6,7,6,3
Cc1ccc2nc3c(c(C(=O)O)c2c1)CCC3,0.9,12,-5,1,4,4,0,23,0
Cc1cc(C)n(-c2cc(C)c(C)cc2Br)n1,-4.7,24,-19,-10,5,2,8,26,20
COc1ccc(NC(=O)/C=C/C(=O)O)cc1Cl,1.0,-4,11,0,1,-14,-4,3,5
CCn1c(SCC(=O)N2CCCCC2)nnc1-c1ccc(S(=O)(=O)N2CCN(C)CC2)cc1,0.0,3,6,4,20,21,0,1,9
O=C1CCCC2=C1C(c1cccs1)Nc1ccccc1N2 (stereo not drawn),-1.9,-7,18,-1,2,-19,1,4,6
CC(C)(C)c1nc2scc(-c3ccc(Cl)cc3)c2c(=O)o1,-1.7,6,9,-3,-1,-6,-7,0,6
O=C(Nc1cccc(Cl)c1N1CCCC1)c1ccco1,0.1,14,11,-3,-11,11,-2,-24,3
CCn1ccnc1CN(C)C(=O)C1CCC(=O)N(CCc2cccc(F)c2)C1 (stereo not drawn),-8.2,-29,-4,-3,6,-12,0,21,3
COc1ccc2cc(CCNC(=O)c3c(-c4ccccc4Cl)noc3C)c(=O)[nH]c2c1,-1.0,18,3,0,3,9,-5,1,3
O=C1CC(Sc2nnnn2C2CCCCC2)C(=O)N1c1ccccc1 (stereo not drawn),1.4,3,-3,2,-1,-14,-3,-6,1
COc1ccc(CCC(=O)N/N=C/c2ccc3c(c2)OCO3)cc1,-0.5,-15,6,-1,-12,6,-4,-7,0
CCN(CC)S(=O)(=O)c1ccc(NC(=O)[C@@H](NC(=O)c2cc(OC)cc(OC)c2)C(C)C)cc1,2.3,4,-3,-1,8,10,2,-6,5
O=C(c1ccc(CN2CCc3ccccc3C2)cc1)N1CCN(c2ccc(F)cc2)CC1,0.2,16,0,-4,-7,6,-2,-2,13
O=C(CN1C(=O)c2cccc3cccc1c23)NCc1ccccn1,-0.5,7,-3,-8,8,4,3,-15,2
O=C(O)Cc1c(-c2ccccc2)c2cc(Br)ccc2[nH]c1=O,-0.9,15,4,0,-9,17,3,-3,-3
CCCC1=C(C(=O)OCC)C(c2cccnc2)n2nc(C)nc2N1 (stereo not drawn),0.0,12,16,-3,9,-14,0,114*,0
CCCCN1CC[C@H]2C=CC[C@@H](C(=O)Nc3ccc(OC)cc3)[C@H]2C1=O,-4.0,-6,6,-1,7,7,0,11,9
Cc1cccc(C(=O)OCC(=O)NCc2ccc(Cl)cc2)c1,-2.6,6,7,-1,2,-15,-6,15,8
C#CCn1c(-c2cccs2)nc2ccccc21,-5.8,-14,4,-3,-4,12,0,5,4
COc1ccc(NC(=O)c2ccc(CNS(=O)(=O)c3cccc(OC)c3)cc2)cc1,-2.3,15,-2,-2,-7,7,-6,3,13
O=C(Nc1cccc(S(=O)(=O)N2CCCCC2)c1)c1ccc(N2CCCC2=O)cc1,1.4,19,3,0,4,0,1,8,8
CC(C)C[C@H]1CNC(=O)C(=O)N1C[C@@H]1CCCN1C[C@H](Cc1ccc(O)cc1)N1C[C@H](Cc2ccccc2)N(CC2CCCCCC2)C(=O)C1=O,.,-3,-1,0,7,-13,0,.,0
COc1ccc(OC)c(C2C(C(N)=O)=C(C)Nc3nc(-c4cccc(Cl)c4)nn32)c1 (stereo not drawn),-0.8,1,10,0,-7,-28,-7,-14,9
CCCCOc1ccc(C)cc1CN(CCO)CCO,-2.3,16,-4,1,2,-4,0,-5,9
Cc1cc(C(=O)CN2CCCC(C)C2)c(C)n1-c1ccc(F)cc1 (stereo not drawn),0.8,28,0,-5,-7,-2,3,-4,1
CCN(C(=O)COC(=O)C1CCN(S(=O)(=O)c2ccc3c(c2)OCCO3)CC1)C1CCS(=O)(=O)C1 (stereo not drawn),-0.5,27,-3,-10,-1,-24,6,1,3
CCOC(=O)CSc1nc2sc3c(c2c(=O)n1-c1ccc(C)cc1)CCN(C)C3,13,-4,7,-3,-6,-17,-3,-2,11
CCOc1ccc(S(=O)(=O)Nc2cccc(C(=O)NCCCn3ccnc3)c2)cc1,1.8,3,4,-3,4,-6,1,-4,4
Cc1nc2nc[nH]n2c(=O)c1CC(=O)O,0.5,7,4,0,10,-13,-1,-10,3
O=C(CSc1nc2ccccc2nc1N1CCOCC1)Nc1ccccc1F,-0.5,-10,7,-3,-3,-8,-11,29,1

# Single records, as listed above. Order of screens: CRFR2-BP ag	M1 PAM parental	M5 antag	M5 ag	M4 PAM	TAAR1 antagonist	M5 PAM	CRFBP-R2 block	TAAR1 agonist
# Listed for COc1ccc(OC)c(C2C(C(N)=O)=C(C)Nc3nc(-c4cccc(Cl)c4)nn32)c1 (stereo not drawn) = -0.8	1	10	0	-7	-28	-7	-14	9
# Listed for C#CCn1c(-c2cccs2)nc2ccccc21 = -5.8	-14	4	-3	-4	12	0	5	4
# Listed for Cc1cccc(C(=O)OCC(=O)NCc2ccc(Cl)cc2)c1 = -2.6	6	7	-1	2	-15	-6	15	8
# Listed for CCOC(=O)CSc1nc2sc3c(c2c(=O)n1-c1ccc(C)cc1)CCN(C)C3 = 13	-4	7	-3	-6	-17	-3	-2	11

# (list continues)
SMILES,CRFR2-BP ag,M1 PAM parental,M5 antag,M5 ag,M4 PAM,TAAR1 antagonist,M5 PAM,CRFBP-R2 block,TAAR1 agonist
CCOc1ccc(OCC(=O)NCc2n[nH]c(=O)c3ccccc23)cc1,-1.0,13,2,0,8,-7,-3,7,0
O=C(CCN1C(=O)c2ccccc2C1=O)Nc1ccncc1,2.6,15,-4,-2,11,-10,1,-10,14
CCN(CC)S(=O)(=O)c1ccc(S(=O)(=O)N2CCC(N3CCCCC3)CC2)cc1,-2.2,12,-5,-5,-3,4,-1,16,-1
Cc1ccc(S(=O)(=O)CCC(=O)Nc2nnc(CC(C)C)s2)cc1,-0.9,-27,-10,2,5,-12,-2,-19,2
COc1cccc(NC(=O)CSc2nc(C)cs2)c1,-1.3,11,-3,-3,4,6,0,17,0
COC(=O)c1ccc2c(C)c(C3(O)CCCCC3)[nH]c2c1,0.9,-12,10,-4,1,26,2,-10,9
CC(C)c1ccc(Nc2ccc(C(=O)O)cc2[N+](=O)[O-])cc1,-0.4,-13,15,-5,-3,-6,-3,22,-3
CC1CCN(C(=O)CN2C(=O)C(C)(C)Oc3ccc(C(=O)NC4CCCC4)cc32)CC1,-1.1,19,-7,1,-4,-13,-1,3,2
COC(=O)C1=C(C)N(Cc2ccccc2)C(=NCCc2c[nH]c3ccccc23)N[C@H]1c1cccc(F)c1,7.9,-13,10,1,-6,43,-11,-3,29
O=C(Nc1ccccn1)c1ccc(COc2ccccc2Cl)o1,1.6,-9,3,-1,1,15,-2,5,-1
COc1ccc(-c2cnc3ccccc3n2)cc1NC(=O)CNC(=O)c1ccccc1,-3.0,7,11,-1,-4,25,-8,9,6
O=C(c1ccco1)N1CCN(C(=O)c2cnn3cccnc23)CC1,0.2,9,7,1,-2,-22,-3,15,10
CCc1ccc(/C=N/NC(=O)c2nnn(-c3nonc3N)c2CN2CCOCC2)cc1,-1.1,-3,1,0,-1,3,0,-55,63*
COC(=O)C1=C(N)Oc2cc(C)n(Cc3ccncc3)c(=O)c2C1c1cccnc1 (stereo not drawn),-1.7,5,3,0,6,17,-3,13,10
COc1ccc(/C(C)=N/OCC(=O)N2CC3(C)CC2CC(C)(C)C3)cc1 (stereo not drawn),-0.4,31,-7,-1,10,1,2,-14,1
CCOc1ccccc1CNC(=O)CCNC(=O)Cn1ccc2ccccc2c1=O,-2.9,-21,1,-5,0,-8,9,14,3
Cc1cc(C(F)F)n2nc(C(=O)Nc3sc4c(c3C(N)=O)CCC4)nc2n1,-1.2,8,-1,1,1,-4,-3,9,2
C=C(C)c1cccc(C(C)(C)NC(=O)Nc2cc(C)ccn2)c1,-0.6,15,5,2,-15,9,-9,3,5
O=C(CN(C(=O)c1ccccc1Cl)N1C(=O)C2C3C=CC(C3)C2C1=O)c1cccs1 (stereo not drawn),-0.6,16,9,1,-7,10,-4,-2,6
Cn1ccc(NC(=O)Nc2cccc(C(F)(F)F)c2)n1,12,-10,10,0,-2,-1,-6,16,4
CCOC(=O)c1ccc(N2C(=O)CC(N3CCN(C(=O)c4ccco4)CC3)C2=O)cc1 (stereo not drawn),-0.7,16,-9,0,0,2,8,12,2

# Screens: PubChem BioAssay, several laboratories
